# Screens: PubChem BioAssay, Small Molecule Screening Facility, UW Madison
# PriA SSB inh = K. pneumoniae PriA-SSBct interaction inhibition; AlphaScreen SSBct-PriA binding, biotinylated peptide; inhibition, % at 33 µM; hit rate 0.6% among 430,000; in the data active = inhibition mostly above about 37%, no sharp cut-off; inactive = mostly below about 20%;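 also: plate controls were negative control peptide for no effect and reference peptide for full effect; strong numbers were not always called active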
# Active calls of the source: *; & = joins results of further samples.
SMILES,PriA SSB inh
COc1ccccc1CNC(=O)C(=O)NC[C@@](C)(O)CCSC,-13
Cc1ccc(F)cc1NC(=O)CSc1ncc(S(=O)(=O)c2cccs2)c(N)n1,-14
CC(=NNc1nc2ccccc2s1)c1ccc2c(c1)OCO2,-10
O=C(NCCc1ccc(N2CCCC2)cc1)c1ccccc1C(F)(F)F,-3
Cc1ccccc1NC(=O)COc1ccccc1/C=C1\SC(=NCC(=O)O)NC1=O,-8
O=C(NC1CCCCC1)N1CCc2ncncc2C1,-15
O=C(NCCn1nc(-c2cccnc2)ccc1=O)C1CCCCC1,-4
COc1ccc(NC(=O)Cn2cnc3c([nH]c4cc(OC)c(OC)cc43)c2=O)cc1Cl,-14&-6
CC(=O)Nc1nc(SCc2ccc(F)cc2)[nH]c(=O)c1NC(=O)c1cccs1,4
COCCCN1C(=O)C(=O)C(=C(O)c2ccc(S(=O)(=O)N3CCCCC3)cc2)C1c1ccc(OC)cc1 (configuration not stated),-11
O=C(NCCc1ccsc1)c1cc(Br)cs1,7
O=C(Cn1cnc(-c2ccc(F)cc2)cc1=O)N1CCN(c2cccc(Cl)c2)CC1,-6
O=C(Nc1ccccc1Cc1nc(C2CC2)no1)c1ccc(Cl)s1,-7
COc1ccc(C(=O)NCCS(=O)(=O)N2CCC(Cc3ccccc3)CC2)cc1,-5&3
CC(=O)Nc1ccc(NC(=O)c2ccc(CSCc3ccccc3Cl)o2)cc1,-12
C=CCN1C(=O)C(C)(C)COc2ccc(NC(=O)CCC3CCCC3)cc21,18
CC12CCC(C(=O)NCCCN3CCOCC3)(CC1=O)C2(C)C (configuration not stated),-6
Cc1ccc(S(=O)(=O)NCC2CCN(C(C)C)CC2)s1,0
CCCN1CCCc2cc(CCNC(=O)c3ccccc3OC)ccc21,73*
O=C(Cn1c(-c2ccccn2)nc2ccccc21)Nc1nc2ccccc2s1,-5
CCCCOc1ccc(C=NNC(=S)Nc2cccc(C)c2C)cc1,4
C=CCNC(=S)Nc1ccccn1,-6
COC(=O)c1ccc(NC(=O)CSc2nc3ccccc3[nH]2)cc1,-5
COC(=O)c1ccc(NC(=O)c2csc3nc(-c4ccccc4)cn23)cc1,1
NC(=O)c1oc2ccccc2c1NC(=O)C1CC(=O)N(c2ccc(Cl)cc2)C1 (configuration not stated),-12
# More records follow.
SMILES,PriA SSB inh
Cc1cc(Br)cc(Br)c1OC(=O)c1ccco1,-7
O=C1NCCOc2ccc(NS(=O)(=O)c3ccccc3Br)cc21,-19
O=C(Cc1ccccc1)N1CCN(c2nc3ccc(Cl)cc3s2)CC1,-2
c1ccc(-c2csc(Nc3ncccn3)n2)nc1,70*
Cc1nn(-c2ccccc2)c(Cl)c1C=NNC(=O)CCNc1n[nH]c(=O)[nH]c1=O,-9
OCCN1CCN(CC(O)COc2ccc(Br)cc2)CC1 (configuration not stated),6
CCOc1ccc(-c2ccc(C)c(NC(=O)C(C)C)c2)nn1,-6
Cc1c(C(=O)N2CCN=C2SCc2cccc(C(F)(F)F)c2)cccc1[N+](=O)[O-],12
Cc1ccc(/C=C/S(=O)(=O)NC[C@]2(O)CCc3ccccc32)cc1,-22
CC(=O)Nc1nc2c(C)cccc2s1,-7
Nc1nonc1-n1nnc(C(=O)NN=Cc2cccc(O)c2)c1CN1CCCC1,-18
Cc1sc(NC(=O)C2CC2)c(C(N)=O)c1C,-3
COc1ccc(OC)c(C=NNC(=O)C(=O)NN=Cc2cc(OC)ccc2OC)c1,-10
Cc1ccc(-n2cc(C(=O)NC3CCN(Cc4ccccc4)CC3)nn2)cc1,-9
CCC(=O)Nc1ccc(SCC(=O)Nc2cc(C)no2)nn1,1
Cc1ccc(Cl)cc1NC(=O)CN1CCCCCC1,-34
CS(=O)(=O)c1ccccc1C(=O)Nc1ccc(S(N)(=O)=O)cc1,3
COc1cccc(CNC(=O)CSc2nc3c(-c4ccc(C)cc4)csc3c(=O)n2C)c1OC,-18
CCC(C)NC(=O)CCCn1nc(-c2cccs2)ccc1=O (configuration not stated),-3
COc1ccc(C(=O)NN=Cc2ccc(OC)c(CN3CCc4cc(OC)c(OC)cc4C3C)c2)cc1 (configuration not stated),18
Cc1ccc(-c2ccc(=O)n(CCCNC(=O)c3ccco3)n2)cc1,-9
O=C(CSc1nnc2ccc3ccccc3n12)Nc1ccc(F)cc1,2
CCCC(=O)N(CCn1cccn1)c1nc2ccc(OC)cc2s1,-10
Cc1ccccc1-c1ccc(N2CCC(C(=O)NCc3ccccn3)CC2)nn1,-15
Cc1ccccc1C(=O)N1CCN(c2nc(-c3ccccc3)c3cc(Br)ccc3n2)CC1,-3

# Four entries from above, sorted by length of the SMILES, low to high.
SMILES,PriA SSB inh
Cc1cc(Br)cc(Br)c1OC(=O)c1ccco1,-7
CCC(C)NC(=O)CCCn1nc(-c2cccs2)ccc1=O (configuration not stated),-3
CCC(=O)Nc1ccc(SCC(=O)Nc2cc(C)no2)nn1,1
Cc1ccc(-n2cc(C(=O)NC3CCN(Cc4ccccc4)CC3)nn2)cc1,-9

# (continued)
SMILES,PriA SSB inh
Nc1nc(SCC(=O)Nc2nccs2)[nH]c(=O)c1NC(=O)c1ccccc1F,-3
COc1cc(NC(=O)Cn2nc3ccc(SC(C)(C)C)nn3c2=O)cc(OC)c1OC,-26
Clc1ccc(Cl)c2sc(N3CCN(c4nc5ccccc5s4)CC3)nc12,-13
COc1cc(C)c(C)cc1S(=O)(=O)NCCn1nc(-c2ccco2)ccc1=O,-12
O=C(Nc1nc(-c2ccc(F)cc2)cs1)c1ccc(Br)s1,-4
N#C/C(=C/c1cn(CCC(=O)O)nc1-c1cccc(Cl)c1)C(N)=O,18
CCCN(CCC)C(=O)CN1C(=O)N(c2ccc(CC)cc2)C2CS(=O)(=O)CC21 (configuration not stated),2
CCOc1cc(C=NNC(=O)c2cc(-c3ccccc3)nc3ccccc23)ccc1O,1
O=C(COc1ccccc1F)N1CCO[C@H](c2cc(Cl)cc(Cl)c2)C1,-8
CCOc1ccc(C(O)=C2C(=O)C(=O)N(Cc3cccnc3)C2c2ccc(N(C)C)cc2)c(C)c1 (configuration not stated),4
CC(C)c1nccn1CC1CCN(S(=O)(=O)c2ccc(OC(F)(F)F)cc2)CC1,-15
O=C(c1cccc(Cl)c1)N1CCOC(c2ccccc2)C1 (configuration not stated),-7
COC(=O)Cn1c(=NC(=O)c2ccnn2C)sc2cc(SC)ccc21,-25
COc1ccc(S(=O)(=O)N=C2NC(=O)/C(=C\c3ccco3)S2)cc1,0
Cn1ccc(=O)[nH]c1=O,-5
CC(CC(=O)Nc1ccc(C)c(Cl)c1)=NNC(=O)Cc1ccccc1,-8
CC(C)CS(=O)(=O)C1CN(C(=O)c2ccoc2)C1,-12
O=C(c1ccco1)c1ccc(CNC(=O)c2c(F)cccc2Cl)s1,-11
C=CCN1C(=O)C(C)(C)COc2cc(NC(=O)c3ccccc3Cl)ccc21,4&5
Cc1cccc(NC(=O)CSC2=NS(=O)(=O)c3cc(F)ccc3N2)c1C,6
O=C(CSc1ccc(-c2cccnc2)nn1)Nc1cccc(Cl)c1Cl,-8
CC(=NNC(=S)Nc1c(C)cccc1C)c1cc2ccccc2o1,7
Cc1[nH]c2ccccc2c1C(c1cccs1)N1CCC(C)CC1 (configuration not stated),20
CC(C)(C)OCC(O)CN1C(C)(C)CC(O)CC1(C)C (configuration not stated),-7
COc1ccc(C)cc1NC(=O)c1cn[nH]n1,-3

# Molecules listed so far with an NH in an aromatic ring:
SMILES,PriA SSB inh
COc1ccc(NC(=O)Cn2cnc3c([nH]c4cc(OC)c(OC)cc43)c2=O)cc1Cl,-14&-6
CC(=O)Nc1nc(SCc2ccc(F)cc2)[nH]c(=O)c1NC(=O)c1cccs1,4
COC(=O)c1ccc(NC(=O)CSc2nc3ccccc3[nH]2)cc1,-5
Cc1nn(-c2ccccc2)c(Cl)c1C=NNC(=O)CCNc1n[nH]c(=O)[nH]c1=O,-9
Nc1nc(SCC(=O)Nc2nccs2)[nH]c(=O)c1NC(=O)c1ccccc1F,-3
Cn1ccc(=O)[nH]c1=O,-5
Cc1[nH]c2ccccc2c1C(c1cccs1)N1CCC(C)CC1 (configuration not stated),20
COc1ccc(C)cc1NC(=O)c1cn[nH]n1,-3

# Continuation.
SMILES,PriA SSB inh
O=C(c1cnn(-c2ccccc2)n1)N1CCC(Oc2nc3c(Cl)cccc3s2)CC1,-9
Cc1ccc(-n2c(C)cc(C=NNC(=O)CC(=O)NC(C)C)c2C)cc1,5
O=C(Nc1nnc(Cc2ccc(Cl)s2)o1)C1CCCCC1,-5
O=C(NCc1c(F)cccc1F)c1n[nH]c2ccccc12,2
CSc1ccccc1NC(=O)C(=O)NCC1(c2ccc(F)cc2)CC1,1
CCOC(=O)c1sc(NC(=O)CSc2nnc3[nH]c(=O)cc(C)n23)c(C(=O)OCC)c1C,-5
O=C(Cc1cc(=O)[nH]c(=O)[nH]1)NCCC1=CCCCC1,11
COc1ccc(-c2nn(CCC#N)cc2/C=N/NC(=O)c2ccccc2)cc1,4
CCCC(=O)Nc1ccc(S(=O)(=O)NCCN2CCN(c3ccccc3F)CC2)cc1,3
CCS(=O)(=O)N1CCc2ccc(NS(=O)(=O)C(C)C)cc2C1,-1
O=C(Cc1csc2nc(-c3ccc(Cl)cc3)cn12)Nc1ccc(F)c([N+](=O)[O-])c1,13
O=C(C1CCC(Cn2c(SCc3cc(=O)n4cc(Cl)ccc4n3)nc3ccccc3c2=O)CC1)N1CCN(c2ccccc2)CC1 (configuration not stated),-8
CN1CCN(N=Cc2ccc(N(c3ccccc3)c3ccccc3)cc2)CC1,-5
COc1ccc(C)c2sc(N(CCCN(C)C)C(=O)c3ccno3)nc12,-12
Cc1cc(N)c2cc(F)ccc2n1,-12
O=S(=O)(/C=C/c1ccccc1)N(CC(F)(F)F)C1CCOCC1,-11
CC(=O)c1sc(NC(=O)COc2ccc(Cl)cc2)nc1C,-10
O=C(C1CC1)N1CCC(c2nnc(-c3ccco3)s2)CC1,6
CCCc1nnc(-c2cc3ccccc3n2CC(=O)Nc2ccc(C(=O)OCC)cc2)o1,-12
O=C(Cc1cccs1)Nc1nnc(-c2ccc3c(c2)OCO3)o1,-31
Cc1cc(=O)[nH]c(-n2ncc(C(=O)NC3CCCC3)c2C)n1,-4
COc1cc2c(cc1OC)[C@]13CCN4CC5=CCO[C@H]6CC(=O)N2[C@@H]1[C@@H]6[C@@H]5C[C@@H]43,-13
CC1CCN(Cc2c(C(=O)NN=Cc3cccc(Cl)c3)nnn2-c2nonc2N)CC1,2
O=C(c1ccsc1)N1CCC(CSCc2ccco2)CC1,1
CC(CC(=O)Nc1ccc2c(c1)OCO2)=NNC(=O)c1ccc(N)cc1,4
# More entries
SMILES,PriA SSB inh
O=C(NCCn1ccnc1-c1ccccn1)c1cccc(OC(F)(F)F)c1,4
COc1cccc(C(=O)N(Cc2ccccn2)c2nc3c(C)ccc(Cl)c3s2)c1OC,2
CCCCOC(=O)c1ccc(NC(=O)C(=O)c2c(C)n(C)c3ccccc23)cc1,-8
O=S(=O)(/C=C/c1ccccc1)NCCC(O)c1ccsc1 (configuration not stated),-17
CN(C)S(=O)(=O)c1ccc(C(=O)NCCCn2nc(-c3ccco3)ccc2=O)cc1,-22
Cc1ccc2c(c1)NC(=O)c1cc(NS(=O)(=O)c3ccc(F)cc3C)ccc1O2,-17
CCOc1ccc(CC(=O)NCCc2csc3nc(-c4ccccc4F)nn23)cc1,-1
Cc1cc(C)cc(NC(=O)CN2CCC(C(=O)Nc3cccc(C(F)(F)F)c3)CC2)c1,-10
O=c1n(Cc2cccc(Br)c2)nc2c(S(=O)(=O)N3CCCCC3)cccn12,7
O=C(CSc1nccn1-c1cccc(C(=O)NCc2ccco2)c1)Nc1ccc(Cl)cc1F,37*
CS(=O)(=O)Nc1ccc2c(c1)CN(C(=O)c1cccs1)CC2,-7
CCOc1cc(C(NC(=O)c2ccc(OC)cc2)NC(=O)c2ccc(OC)cc2)ccc1OC,2
CON=CNC(=O)c1ccc([N+](=O)[O-])c(CS(=O)(=O)c2ccc(Cl)cc2)c1,0
Cn1cc(CC(=O)NC2CCN(c3nccs3)C2)c2ccccc21 (configuration not stated),-7
COC1(CNC(=O)c2cc(-c3ccc(F)cc3)nn2C)CCSC1 (configuration not stated),6
O=C(c1cc(-c2ccc3c(c2)OCO3)n[nH]1)N1CCC(Oc2cccnn2)CC1,-11
CCOc1ccc(C=NNC(=O)C2(O)c3ccccc3-c3ccccc32)cc1,4
CCn1nc(C(=O)Nc2ccc3nc(N4CCN(C)CC4)sc3c2)cc1C,-9
CCOC(=O)c1cccc(Nc2cc(C(=O)N3CCCCC3)nc3ccc(C)cc23)c1,-11
CCc1nnc(-c2ccc(NC(=O)C(C)(C)C)cc2)o1,7
Cc1nn(C2CCS(=O)(=O)C2)c2nc(-c3cccs3)cc(C(=O)NCCCn3ccnc3)c12 (configuration not stated),-3
CCCSC1=C(C#N)[C@H](c2cc(OC)ccc2OC)CC(=O)N1,-4
COc1ccc(Cl)cc1NC(=O)C(=O)NCC(c1ccsc1)N1CCN(C)CC1 (configuration not stated),4
S=c1[nH]nc(C2CCCCC2)n1N=Cc1cccc(Cl)c1Cl,-10
CCOC(=O)CCC(=O)NCCn1nc(C(F)(F)F)n(C)c1=O,-6

# Some of the compounds tested; rates above refer to the full screens.
